Source: PubChem BioAssay (several laboratories)
PMK inhibit: blocks S. pneumoniae phosphomevalonate kinase; actives 0.49% (n = 65,000); purified PMK, PK/LDH-coupled NADH absorbance 340 nm; inhibition, % at 10 µM;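 active means top-ranked compounds by inhibition in the single 10 µM screen, taking a fixed number of the strongest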;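 further: 0% = full reaction with DMSO carrier and 100% = background rate without enzyme reaction; no value below 0 was filed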
Bfl-1 inhibitors: displacement of Bid BH3 peptide from Bfl-1 – biochemical, fluorescence polarization, FITC-Bid, mouse, primary screen (AID 432); actives 0.02% (n = 64,000); displacement, % at 20 µM, or IC50 in µM where a hit was titrated; FITC-Bid BH3 peptide fluorescence polarization displacement; higher % means a stronger effect; in the data active means a potency from the dose series; inactive means the rest, 99 in 100 with displacement below about 15%; further: strong numbers were not always called active
Spn DPM-DC inh: blocks S. pneumoniae diphosphomevalonate decarboxylase | actives 0.49% (n = 65,000) | calls only at 10 µM | purified DPM-DC, PK/LDH coupled NADH fluorescence;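 active means the 320 compounds with the highest percent inhibition in the single-dose primary screen, excluding strongly autofluorescent ones, cut at about 32% in these data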;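 further: kinetic rate of NADH fluorescence loss reporting ADP formed by the decarboxylase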
MK inhibit: blocks S. pneumoniae mevalonate kinase | purified MK, PK/LDH-coupled NADH absorbance 340 nm | actives 0.48% (n = 65,000) | inhibition, % at 10 µM | AID 555;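 active means ranked among the strongest by inhibition in the single 10 µM screen, a fixed top-ranked set picked for dose follow-up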; further: no value below 0 was filed
HPDE-C7K KRASV12: cytotoxicity in KRAS-transformed pancreatic duct cells, primary screen, cell-based, fluorescence, HTS (AID 431); cytotoxicity, % at 10 µM; hits with a dose series show EC50 in µM; HPDE-C7K KRASV12 cells, Alamar Blue viability, 48 h; higher % means a stronger effect; actives 1.7% (n = 63,000);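 active means compounds whose percent cytotoxicity in the single-dose primary screen, scaled between solvent and toxic-drug controls, exceeds 50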;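 further: 0% = DMSO solvent wells and 100% = doxorubicin-treated wells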
HPDE-C7 cytotoxicity: HPDE-C7 pancreatic duct cell viability loss – fluorescence, HTS (AID 430); HPDE-C7 pancreatic duct cells viability, fluorescence; higher % means a stronger effect; actives 1.8% (n = 63,000); cytotoxicity, % at 10 µM; hits with a dose series show EC50 in µM;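 further: cells exposed to compound for 48 hours before viability readout; 0% = vehicle and 100% = reference cytotoxic drug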
LYP phosphatase: LYP phosphatase inhibitors, primary screen, biochemical, DiFMUP fluorescence, recombinant catalytic domain, 10 µM (AID 606); 52,000 tested, under 10 active; recombinant LYP catalytic domain, DiFMUP fluorescence; higher % means a stronger effect; inhibition, % at 10 µM; hits with a dose series show IC50 in µM;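 active means IC50 under 40 µM in the dose-response test; inactive means IC50 of 40 µM or more, or never dose-tested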
HT1080 viability: HT1080 cell viability loss – fluorescence readout (AID 620); actives 0.42% (n = 87,000); HT1080 viability, fluorescence; higher % means a stronger effect; one-dose cytotoxicity, % at 10 µM; EC50 in µM for titrated hits;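 further: cells exposed to compound overnight then 4 h with Alamar Blue; 0% = vehicle DMSO and 100% = killing control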
TNAP inhibition: human TNAP enzyme inhibitors, biochemical, luminescent (AID 518); purified TNAP enzyme, luminescent substrate readout; higher % means a stronger effect; inhibition, % at 20 µM, or IC50 in µM where a hit was titrated; actives 0.09% (n = 64,000); in the data active means a potency from the dose series; inactive means the rest, 99 in 100 with inhibition below about 22%;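 further: plate controls were vehicle for no effect and reference inhibitor for full effect; many of its hits are not listed in these tables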
PMK inhibit pilot replicates: also measured in PMK inhibit; calls as there; inhibition, %; measured here: pilot screen replicates
MK inhibit pilot replicates: further read-out of MK inhibit, marked with its call; inhibition, %; measured here: pilot screen replicates
Spn DPM-DC inh pilot screen %: second read-out of Spn DPM-DC inh, no call of its own (marks repeat the call); inhibition, %; measured here: pilot screen trials
* = called active by the depositor; i = inactive; / = not tested or not shown. Unless noted, no stated cut-off is given here; in the data, active means cytotoxicity above about 50%; inactive means the rest.

SMILES | PMK inhibit | Bfl-1 inhibitors | Spn DPM-DC inh | MK inhibit | HPDE-C7K KRASV12 | HPDE-C7 cytotoxicity | LYP phosphatase | HT1080 viability | TNAP inhibition | others
NC(=O)CSP(=O)(c1ccccc1)c1ccccc1 | 0 | -9% | i | 6 | 0% | 2% | 5% | 8% | 8% | PMK inhibit pilot replicates=2.0;MK inhibit pilot replicates=0.0;Spn DPM-DC inh pilot screen %=1.0
Clc1ccc(CSC(Cn2ccnc2)c2ccc(Cl)cc2Cl)cc1 (configuration not stated) | 2 | -3% | i | 5 | 8.2µM* | 7.1µM* | 29% | -30% | -33% | PMK inhibit pilot replicates=1.0;MK inhibit pilot replicates=0.0;Spn DPM-DC inh pilot screen %=0.0
CC(=O)OC1(Cc2ccccc2)CN2CCC1c1ccccc12 (configuration not stated) | 2 | 2% | i | 9 | -6% | 2% | 9% | 24% | 6%
Fc1ccc2c(c1)nnn2C1CCN(Cc2ccccc2)CC1 | 9 | -1% | i | 1 | 7% | 2% | 5% | 0% | 7%
N=C1C(c2ccccc2)=C(O)CN1Cc1ccco1 | 8 | -5% | i | 0 | 35% | -5% | -3% | 12% | 5%
COc1cccc(N2CCN(Cc3cccc(Cl)c3)CC2)c1 | 0 | -9% | i | 4 | -2% | -6% | 13% | 30% | 7%
O=C(c1cccc(N2CCCC2=O)c1)N1CCC2(CC1)OCCO2 | 14 | -4% | i | 0 | 1% | 0% | / | / | 7%
c1ccc(C2=NP(N3CCOCC3)(N3CCOCC3)=NC(N3CCOCC3)=N2)cc1 | 5 | 11% | i | 0 | -11% | -10% | -2% | -1% | 3%
COc1ccc(CCn2c(O)c(C=NCc3ccc4c(c3)OCO4)c(=O)[nH]c2=O)cc1OC | 11 | -2% | i | 12 | -20% | -8% | 13% | -10% | 9%
Nc1c(C(=O)OCC2CCCO2)c2nc3ccccc3nc2n1Cc1cccs1 (configuration not stated) | 15 | 2% | / | 0 | 38% | 41% | / | 0% | 8%
O=C(Cn1c2c(c(-c3ccccc3Cl)cc1=O)CCC2)N1CCC2(CC1)OCCO2 | 10 | 2% | i | 0 | 7% | 8% | 6% | 15% | 14% | PMK inhibit pilot replicates=1.0;MK inhibit pilot replicates=6.0;Spn DPM-DC inh pilot screen %=10
CCC(=NCc1ccco1)c1c(O)[nH]c(=O)[nH]c1=O | 20 | -2% | i | 5 | 0% | -1% | 3% | -4% | 11%
Cc1[nH]c2c(C(F)(F)F)cccc2c1CCN | 6 | -7% | i | 7 | 2% | -6% | 2% | 2% | 6%
Cn1c(O)c(C=NC2CCN(Cc3ccccc3)CC2)c(=O)n(C)c1=O | 0 | -1% | i | 3 | 10% | 16% | 3% | 4% | 7%
CC(C(=O)c1c[nH]c2ccccc12)N1CCc2ccccc2C1 (configuration not stated) | 6 | 1% | i | 6 | 5% | 2% | / | 0% | 4%
CCOC(=O)C1=C(C)OC(N)=C(C(=O)OC)C12C(=O)Nc1ccc(Br)cc12 (configuration not stated) | 15 | -1% | i | 3 | -5% | -21% | 13% | 14% | 5%
C[C@H]1CCC[C@@H](O)CCC/C=C/c2cc(O)cc(O)c2C(=O)O1 | 0 | -3% | i | 7 | 32% | 42% | / | 13% | 11%
Cn1c(O)c(C(=O)c2ccccc2)c(=O)n(C)c1=O | 0 | / | i | 8 | / | / | 6% | 1% | /
CCN1CCN(Cc2ccc(C)cc2C)CC1 | 5 | -1% | i | 0 | -3% | -4% | -11% | 2% | 15%
CCOC(=O)C1C(=O)NC2(C)CC1c1cc(OC)ccc1O2 (configuration not stated) | 0 | -5% | i | 6 | 43% | -13% | -4% | 4% | 7%
CCNc1ccc(P(=S)(N(C)C)N(C)C)cc1 | 0 | -2% | i | 4 | -4% | 7% | 7% | 0% | 14% | PMK inhibit pilot replicates=2.5;MK inhibit pilot replicates=3.0;Spn DPM-DC inh pilot screen %=0.0
C[C@H]1OC[C@@H](C[N+](C)(C)C)O1 | 1 | -2% | i | 6 | 4% | -2% | 5% | 0% | 9% | PMK inhibit pilot replicates=3.0;MK inhibit pilot replicates=0.0;Spn DPM-DC inh pilot screen %=2.0
CC1(C)CC(=O)C(C=NCCN2CCN(C(=O)Cc3ccccc3)CC2)=C(O)C1 | 2 | -2% | i | 3 | 0% | -4% | 3% | 4% | 8%
CCCCCn1c(N)c(C(=O)NCCN2CCOCC2)c2nc3ccccc3nc21 | 7 | -2% | / | 4 | 6% | 11% | 6% | 16% | -13%
FC(F)(F)c1ccc2c(c1)NP(=S)(N1CCOCC1)c1nccn1-2 (configuration not stated) | 0 | -2% | i | 7 | -1% | -7% | / | -4% | 8%
SMILES | PMK inhibit | Bfl-1 inhibitors | Spn DPM-DC inh | MK inhibit | HPDE-C7K KRASV12 | HPDE-C7 cytotoxicity | LYP phosphatase | HT1080 viability | TNAP inhibition | others
CCCCn1c(O)c(C=Nc2c(C)n(C)n(-c3ccccc3)c2=O)c(=O)[nH]c1=O | 11 | -16% | i | 17 | 12% | 10% | / | -2% | 12%
O=C1c2ccccc2C(=O)N1Cc1nc2ccccc2c(=O)n1-c1ccccn1 | 1 | -7% | i | 7 | 3% | 3% | / | -2% | 12%
CCN(CC)CCN=Cc1c(O)n(CCC2=CCCCC2)c(=O)[nH]c1=O | 1 | -6% | i | 3 | 3% | 10% | / | -4% | 2% | PMK inhibit pilot replicates=3.0;MK inhibit pilot replicates=0.5;Spn DPM-DC inh pilot screen %=0.0
COCCOC(=O)c1c(N)n(Cc2ccc(OC)cc2)c2nc3ccccc3nc12 | 10 | -5% | / | 8 | -9% | -32% | 7% | -5% | 15%
CCOC(=O)C1=C(N)OC2=C(C(=O)CCC2)C12C(=O)N1c3c(ccc(C)c32)C(C)=CC1(C)C (configuration not stated) | 0 | -5% | i | 4 | -3% | 2% | -4% | -3% | 9%
Nc1ccc([As](=O)(O)O)cc1 | 0 | / | i | 0 | / | / | 19% | -1% | /
O=C(c1ccc2nc3ccc(Cl)cc3c(=O)n2c1)N1CCC2(CC1)OCCO2 | 7 | 1% | / | 0 | 3% | -2% | 10% | -8% | 7% | PMK inhibit pilot replicates=2.0;MK inhibit pilot replicates=0.0
CN(C)C(=O)Oc1ccc(Cl)c2ccccc12 | 6 | 0% | i | 0 | -2% | -10% | 11% | 0% | 12%
CC(C)OCCCNC(=O)c1c(N)n(CC2CCCO2)c2nc3ccccc3nc12 (configuration not stated) | 0 | -3% | / | 0 | 25% | 6% | -5% | -5% | 1% | PMK inhibit pilot replicates=1.0;MK inhibit pilot replicates=0.0
C=CCN1C(=O)NC(=O)C(Cc2ccc(OC)c(OC)c2)C1=O (configuration not stated) | 0 | 0% | i | 3 | 0% | -10% | 10% | 2% | -1%
CC(C)OC(=O)c1c(N)n(Cc2ccco2)c2nc3ccccc3nc12 | 27 | 4% | / | 5 | -9% | 3% | 9% | -22% | 5%
CC1(C)CN=C(Nc2ccc(F)c(F)c2)S1 | 8 | 3% | i | 7 | 3% | -4% | -3% | -5% | 7%
CCOc1cc(C2NCc3ccccc3-n3cccc32)ccc1O (configuration not stated) | 8 | 2% | i | 7 | 6% | 11% | -1% | 10% | 5%
COc1cc2[nH]c(=O)n(-c3ccccc3)c(=O)c2cc1OC | 0 | -4% | / | 2 | 4% | -2% | -15% | 8% | 4%
Cc1cc(C)n2nc(SCC(=O)N3CCC4(CC3)OCCO4)nc2n1 | 20 | -2% | i | 1 | -2% | -14% | 4% | -4% | 12%

12 entries from above, ordered by count of non-hydrogen atoms, largest number first:
SMILES | PMK inhibit | Bfl-1 inhibitors | Spn DPM-DC inh | MK inhibit | HPDE-C7K KRASV12 | HPDE-C7 cytotoxicity | LYP phosphatase | HT1080 viability | TNAP inhibition | others
CCOC(=O)C1=C(N)OC2=C(C(=O)CCC2)C12C(=O)N1c3c(ccc(C)c32)C(C)=CC1(C)C (configuration not stated) | 0 | -5% | i | 4 | -3% | 2% | -4% | -3% | 9%
COCCOC(=O)c1c(N)n(Cc2ccc(OC)cc2)c2nc3ccccc3nc12 | 10 | -5% | / | 8 | -9% | -32% | 7% | -5% | 15%
CCCCn1c(O)c(C=Nc2c(C)n(C)n(-c3ccccc3)c2=O)c(=O)[nH]c1=O | 11 | -16% | i | 17 | 12% | 10% | / | -2% | 12%
O=C(c1ccc2nc3ccc(Cl)cc3c(=O)n2c1)N1CCC2(CC1)OCCO2 | 7 | 1% | / | 0 | 3% | -2% | 10% | -8% | 7% | PMK inhibit pilot replicates=2.0;MK inhibit pilot replicates=0.0
CCN(CC)CCN=Cc1c(O)n(CCC2=CCCCC2)c(=O)[nH]c1=O | 1 | -6% | i | 3 | 3% | 10% | / | -4% | 2% | PMK inhibit pilot replicates=3.0;MK inhibit pilot replicates=0.5;Spn DPM-DC inh pilot screen %=0.0
Cc1cc(C)n2nc(SCC(=O)N3CCC4(CC3)OCCO4)nc2n1 | 20 | -2% | i | 1 | -2% | -14% | 4% | -4% | 12%
FC(F)(F)c1ccc2c(c1)NP(=S)(N1CCOCC1)c1nccn1-2 (configuration not stated) | 0 | -2% | i | 7 | -1% | -7% | / | -4% | 8%
C=CCN1C(=O)NC(=O)C(Cc2ccc(OC)c(OC)c2)C1=O (configuration not stated) | 0 | 0% | i | 3 | 0% | -10% | 10% | 2% | -1%
COc1cc2[nH]c(=O)n(-c3ccccc3)c(=O)c2cc1OC | 0 | -4% | / | 2 | 4% | -2% | -15% | 8% | 4%
CN(C)C(=O)Oc1ccc(Cl)c2ccccc12 | 6 | 0% | i | 0 | -2% | -10% | 11% | 0% | 12%
CC1(C)CN=C(Nc2ccc(F)c(F)c2)S1 | 8 | 3% | i | 7 | 3% | -4% | -3% | -5% | 7%
Nc1ccc([As](=O)(O)O)cc1 | 0 | / | i | 0 | / | / | 19% | -1% | /

Some of the compounds tested (hit frequency here may not be typical).
